# IP6K1 inhibitor: IP6K1 kinase inhibition | Q92551 | IP6K1 kinase, ADP-Glo luminescence, 2 h; stronger effect = lower value | activity change, % (series mostly up to about 58 µM) | 140,000 compounds, 0.81% hits | AID 1645851; in the data active = activity change below about -25%
# Target sequence (Q92551 whole entry, looked up): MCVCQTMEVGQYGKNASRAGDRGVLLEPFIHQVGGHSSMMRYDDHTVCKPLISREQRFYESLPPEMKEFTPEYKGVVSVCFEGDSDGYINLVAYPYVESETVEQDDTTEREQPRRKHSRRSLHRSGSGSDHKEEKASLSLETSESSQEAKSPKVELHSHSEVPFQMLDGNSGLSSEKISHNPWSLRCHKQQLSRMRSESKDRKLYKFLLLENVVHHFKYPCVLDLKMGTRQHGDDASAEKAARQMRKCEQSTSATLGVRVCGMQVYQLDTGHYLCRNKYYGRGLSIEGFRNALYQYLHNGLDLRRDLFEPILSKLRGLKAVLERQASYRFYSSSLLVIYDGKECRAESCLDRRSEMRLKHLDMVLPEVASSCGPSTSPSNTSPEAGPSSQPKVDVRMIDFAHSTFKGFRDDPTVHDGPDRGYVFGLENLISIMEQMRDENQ
#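 ADP-Glo luminescence measures ADP made by human IP6K1 during a 2 h RT reaction with ATP/IP6 (mix at 1.3 mM/130 uM); top library doses 57.5 and 19.1 uM final.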
# SNCA viab count: counter-screen for SNCA expression inhibitors: cell viability. HEK-293-SNCA-luc viability, GF-AFC fluorescence, 24 h. Potency, µM (titrated, usually from 57.1 µM), without a hit: at the top dose activity change, negative = cytotoxicity, most hits filed as cytotoxic. 150,000 compounds, 0.12% hits. AID 1671193;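 also: potency is read from the fitted curve at half-maximal effect; 0% = DMSO-treated cells and -100% = medium-only wells without cells; nearly all actives have a fitted effect of over 30% in size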
#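 HEK-293-SNCA-luc cells (1500/well) plated 24 h, then exposed 24 h to a dilution series; GF-AFC added 30 min at 37C, fluorescence 405/540 nm; normalised to medium-only and DMSO wells, Hill fit.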
# GPT2 inh: GPT2 alanine aminotransferase inhibition; Recombinant GPT2, coupled pyruvate oxidase/HRP Amplex Red fluorescence; Potency, µM (titrated, usually from 57.7 µM), for inactives: at the highest dose activity change, negative = inhibition, most hits filed as inhibitors; 100,000 compounds, 0.25% hits; AID 1671188; also: potency is read from the fitted curve at half-maximal effect; nearly all actives have a fitted effect of over 60% in size; many of its hits are not listed in these tables
# Target sequence (Q8TD30 whole entry, looked up): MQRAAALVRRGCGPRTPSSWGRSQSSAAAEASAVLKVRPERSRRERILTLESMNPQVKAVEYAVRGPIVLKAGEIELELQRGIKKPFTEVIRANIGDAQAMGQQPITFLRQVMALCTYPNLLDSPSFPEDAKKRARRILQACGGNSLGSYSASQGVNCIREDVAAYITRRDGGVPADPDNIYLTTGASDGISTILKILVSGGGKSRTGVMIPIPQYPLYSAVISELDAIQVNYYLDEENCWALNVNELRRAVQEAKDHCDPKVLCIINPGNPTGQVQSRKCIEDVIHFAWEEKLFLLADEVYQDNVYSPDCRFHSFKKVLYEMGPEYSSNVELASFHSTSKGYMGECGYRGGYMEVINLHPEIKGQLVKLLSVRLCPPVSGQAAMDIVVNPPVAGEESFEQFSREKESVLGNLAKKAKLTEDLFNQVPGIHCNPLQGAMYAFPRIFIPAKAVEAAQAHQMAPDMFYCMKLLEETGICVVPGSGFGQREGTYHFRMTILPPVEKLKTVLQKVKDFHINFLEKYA
#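 Fluorescence of coupled pyruvate oxidase/HRP/Amplex Red system (50uM Amplex, 30 min, dark) reports pyruvate formed by GPT2. Enzyme reaction: 10ng/uL GPT2, 2mM L-alanine, 250uM a-KG, 30 min room temperature, pH 7.5; 50uM AOA control.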
# 3T3 cytotox: cytotoxic compounds in NIH 3T3 cells; Potency, µM (series often up to 96.7 µM), inactives show at the highest dose activity change, negative = cytotoxicity, hits mostly inhibitors; NIH 3T3 viability, CellTiter-Glo ATP luminescence, 48-72 h; AID 1345082; 94,000 compounds, 4.3% hits; also: potency is read from the fitted curve at half-maximal effect; nearly all actives have a fitted effect of over 55% in size
#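 Cells were seeded at 400 per well, treated with pin-transferred compound, and kept 48 or 72 hr at 37 °C before CellTiter-Glo addition and luminescence imaging of cellular ATP.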
# HEK cytotox: kills HEK 293 cells; HEK 293 viability, ATP luminescence (CellTiter-Glo), 48-72 h; Potency, µM (series often up to 115 µM), without a hit: at the top dose activity change, negative = cytotoxicity, actives largely listed as inhibitors; 94,000 compounds, 6.6% hits; AID 1345083; also: potency is read from the fitted curve at half-maximal effect; nearly all actives have a fitted effect of over 60% in size
#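 HEK 293 cells at 250 cells/well were exposed to compounds by pintool transfer for 48 or 72 hr at 37 degree Celsius, 5% CO2. Viability was read as ATP-coupled luminescence with CellTiter-Glo after 10 min at room temperature.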
# FLuc inh: inhibitors of firefly (Photinus pyralis) luciferase | P08659 | purified P. pyralis luciferase, luminescence, biochemical | Potency, µM (doses to about 115 µM), without a hit: at the highest dose activity change, negative = inhibition, hits mostly inhibitors | 76,000 compounds, 2.5% hits; also: potency is read from the fitted curve at half-maximal effect; nearly all actives have a fitted effect of over 65% in size
#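 Luminescence read by CCD imaging after purified firefly luciferase (10nM final) was added to substrate buffer holding 10uM D-luciferin and 10uM ATP, pH 7.5, pre-dosed with compound.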
# SNCA expr inhib: reduces expression of the alpha-synuclein gene; HEK-293 SNCA-luciferase knock-in, luminescence, 24 h; Potency, µM (doses to about 57.2 µM), without a hit: top-dose activity change, negative = inhibition, usual class: inhibitors; 140,000 compounds, 0.17% hits;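 also: potency is read from the fitted curve at half-maximal effect; plate controls were DMSO cells for no effect and cell-free wells for full effect; nearly all actives have a fitted effect of over 45% in size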
# * hit, by the source's call; i = inactive; u = inconclusive; x = not tested or not shown; [ ] = dose if it differs, or a comment. Unless noted, calls follow the shape of the dose curve; as a rule, active = well fitted curve in the direction sought with a large enough effect; inconclusive = small, poorly fitted or top-dose-only effect, or another doubt; inactive = no such curve, though single readings can be large; an effect the other way counts as inactive or inconclusive. Unless noted, % is scaled to controls: 0 for no effect and ±100 for the full control effect.
SMILES,IP6K1 inhibitor,SNCA viab count,GPT2 inh,3T3 cytotox,HEK cytotox,FLuc inh,SNCA expr inhib
COC(=O)N1CCCC(c2nn(-c3ccccn3)c(=O)[nH]2)C1 (centres undefined),-2,0%[87.6 µM],-3%[88.5 µM],-19%[138 µM],i,x,-27%[87.6 µM]
O=C(NCc1cccs1)c1cccc2c1CCN2C(=O)c1ccc(F)cc1,-3,-5%,5%,-27%,u,-2%,-1%
Cc1ccc2nc3c(cc(C(=O)NC4CCCC4)c(=N)n3C(C)C)c(=O)n2c1,-3,u,x,x,x,x,-4%
COC(=O)[C@@H]1Cc2c([nH]c3ccccc23)[C@H]2C[C@@H](NCCN(C)C)C[C@@H](c3ccc(F)cc3)N21,3,-17%,-17%,14µM*,20µM*,-8%,-10%
CCc1ccccc1NC(=O)[C@H](Cc1ccccc1)N1Cc2ccccc2C1=O,3,-12%,x,x,x,x,46%[activator]
COCCn1c(=O)c(C(=O)N2CCC(C#N)CC2)nc2cccnc21,-2,1%,i,i,0%,x,22%
CC(C)NC(=O)c1cc(-c2ccc(F)cc2)cn1C,-7,6%,-1%,-5%,-1%,3%,4%
NS(=O)(=O)c1ccc(NC(=O)C(=O)Nc2ccc3nc4n(c(=O)c3c2)CCCCC4)cc1,1,5%,x,x,x,x,u
CN(C(=O)Cn1nc2n(c1=O)CCCC2)c1ccccc1,-1,-3%,i,-6%,16%,7%,3%
CCN(CC)c1cc(CCC(=O)NCCc2cccnc2)ccn1,3,-10%,-2%,-4%,3%,0%,11%
Cc1ccc(-c2nc3c4cnn(-c5cc(Cl)ccc5Cl)c4ncn3n2)cc1,0,-6%,x,x,x,x,21%
CNC(=O)c1cc(-c2ccc(O)c(F)c2)cc2c1OCCN2Cc1cccnc1,-7,-13%[87.6 µM],u,u,u,-4%[172 µM],86%[activator][87.6 µM]
COc1ccc(-c2cc(N3CCCN(C(=O)c4cccc5[nH]ccc45)CC3)n[nH]2)cc1,13,-8%,5%,-22%,u,u,27%
CCn1ccc(C(=O)N2CC(c3nc(CCOCC4CC4)no3)C2)n1,2,-18%,-8%,-11%,-12%,-7%,32%[activator]
O=C(C1CCCN1C(=O)Cc1ccc(F)cc1)N1CCC(N2Cc3cccn3C2=O)CC1 (centres undefined),14,-11%,5%,-22%,u,x,-10%
O=C1CC(c2noc(Cc3ccc(Cl)cc3)n2)CN1C1CCCCC1 (centres undefined),12,0%,u,u,71µM*,6%,15%
O=C(N[C@@H]1CN(c2ccncn2)C[C@H]1CO)c1ccc(Cl)cc1,0,-3%,i,-16%,-8%,-2%,-2%
CCCCN(C)C(=O)C(Cc1ccccc1)NS(=O)(=O)c1ccc2c(c1)c(=O)n(C)c(=O)n2C (centres undefined),-17,2%,x,x,x,x,u
COc1ccc(F)cc1-c1cccc(CN)c1,-12,1%[87.6 µM],i,-26%[138 µM],u,x,8%[87.6 µM]
COC[C@@H]1CN(S(=O)(=O)c2cccc(F)c2)C[C@H]1c1ccncc1,-6,6%,-1%,-28%,u,-9%,3%
COc1ccc(NC(=O)CCC2CCN(C(=O)c3ccccc3)CC2)c(OC)c1,27,-6%,-22%,-27%,u,-24%,0%
Cc1ccc(CNC(=O)CN2C(=O)NC(c3ccccc3Cl)C3=C2COC3=O)cc1 (centres undefined),1,1%,i,-25%,-40%,12%,-24%
Cc1cnc(C(=O)NC2C[C@H]3CC[C@@H](C2)N3C(=O)c2cccc(F)c2)cn1 (some centres undefined),18,10%,-7%,1%,-9%,-2%,-8%
CC(C)(C)c1ccc(CN2CCN(C(c3ccccc3)c3ccc(Cl)cc3)CC2)cc1 (centres undefined),-1,1%,i,x,x,x,x

# 5 compounds picked at random from the list so far, as already listed:
SMILES,IP6K1 inhibitor,SNCA viab count,GPT2 inh,3T3 cytotox,HEK cytotox,FLuc inh,SNCA expr inhib
COc1ccc(F)cc1-c1cccc(CN)c1,-12,1%[87.6 µM],i,-26%[138 µM],u,x,8%[87.6 µM]
O=C(C1CCCN1C(=O)Cc1ccc(F)cc1)N1CCC(N2Cc3cccn3C2=O)CC1 (centres undefined),14,-11%,5%,-22%,u,x,-10%
COC[C@@H]1CN(S(=O)(=O)c2cccc(F)c2)C[C@H]1c1ccncc1,-6,6%,-1%,-28%,u,-9%,3%
Cc1cnc(C(=O)NC2C[C@H]3CC[C@@H](C2)N3C(=O)c2cccc(F)c2)cn1 (some centres undefined),18,10%,-7%,1%,-9%,-2%,-8%
O=C(N[C@@H]1CN(c2ccncn2)C[C@H]1CO)c1ccc(Cl)cc1,0,-3%,i,-16%,-8%,-2%,-2%

# Further records follow:
SMILES,IP6K1 inhibitor,SNCA viab count,GPT2 inh,3T3 cytotox,HEK cytotox,FLuc inh,SNCA expr inhib
Cc1oc(-c2cccc(Cl)c2)nc1CN1CCCC(F)(F)C1,27,-4%,-1%,-20%,u,-11%,40%[activator]
Fc1ccc(CN2CCOC[C@H]2c2ncc(-c3cccc(Cl)c3)[nH]2)cc1,3,-20%[87.6 µM],-20%[88.5 µM],71µM*,u,-3%[172 µM],u
COc1ccccc1N1CCN(C(=O)Nc2n[nH]c(Cc3ccccc3)n2)CC1,-5,-11%,5%,u,25µM*,8%,-23%
COc1cccc(C(=O)N2CCC(C(=O)N3CCC(c4nc5ncccc5[nH]4)C3)CC2)c1 (centres undefined),3,-7%,i,-27%,-17%,x,9%
COc1ccc(C(CC(=O)NCc2ccccc2)c2c[nH]c3ccccc23)cc1OC (centres undefined),-2,-1%,u,-12%,3%,-5%,18%
COCCNC(=O)[C@H]1C[C@H](Oc2cccnc2)CN1C(=O)Nc1cccc(F)c1,0,-2%,i,-3%,-7%,7%,u
CNC(=O)C(C)(C)N1CCC[C@H]1C(=O)N1CCc2ccccc2C1,3,-4%[87.6 µM],3%[88.5 µM],-9%[174 µM],u,-18%[172 µM],-5%[87.6 µM]
Cc1cccc(CNC(=O)CCCN2C(=O)c3cccnc3Oc3ccccc32)c1,-19,-15%,x,x,x,x,12%
CC[C@@H](C)[C@H]1O[C@]2(CC[C@H]1C)C[C@@H]1C[C@@H](CC=C(C)[C@@H](O[C@H]3C[C@H](OC)[C@@H](O[C@H]4C[C@H](OC)[C@@H](O)[C@H](C)O4)[C@H](C)O3)[C@@H](C)C=CC=C3CO[C@@H]4[C@H](O)C(C)=C[C@@H](C(=O)O1)[C@]34O)O2,x,-7%,-5%,x,x,x,10%
Cc1ccc(CNC(=O)C2CCN(c3cnn(Cc4ccccc4)c(=O)c3)C2)o1 (centres undefined),17,4%,-5%,-17%,-6%,4%,4%
Cc1ccc(C)c(-c2cc3c(=O)n(CCNC(=O)Cc4cccs4)ccn3n2)c1,-5,-10%,i,u,u,-12%,-2%
Cc1ccc(C(=O)N2CCN(C(=O)c3nc4cccnc4n(C4CCCC4)c3=O)CC2)cc1,-3,5%,i,1%,i,x,-16%
Cc1nc(CN2C[C@H](C(=O)N3CCN(CCO)CC3)C[C@@H]2c2ccc(F)cc2)cs1,11,-1%[87.6 µM],i,u,-14%[172 µM],-4%[172 µM],3%[87.6 µM]
O=C(c1ccc(F)cc1)N1CCC(c2nn(-c3ccc(F)cc3)c(=O)[nH]2)CC1,27,7%,u,-18%,-24%,-5%,-28%
COc1ccc(C(=O)Nc2ccnn2C2CCN(c3nccc(N)n3)CC2)cc1,-4,-24%,-6%,5%,0%,9%,-5%
O=C(NCCc1nc2c(s1)CCCC2)C1NCCc2[nH]cnc21 (centres undefined),11,3%,2%,u,1%,7%,3%
COc1ccccc1CN1C[C@@H](C(=O)O)C[C@H](C(=O)NCc2ccccn2)C1,1,-2%,4%,i,i,-2%,-25%
CSc1ccc(CNC(=O)c2ccc(NC(=O)c3nsc4ccccc34)cc2)cc1,-5,5%,x,x,x,x,38%[activator]
CC(C)NC(=O)C1CCCN(c2nccc(Nc3ccccc3F)n2)C1 (centres undefined),7,-10%[12.5 µM],u,u,u,x,u
CCc1noc(-c2ccn3c(CNC(=O)c4cccnc4)nnc3c2)n1,27,-9%,i,-9%,-5%,0%,5%
CN(C)CCN(C)[C@@H]1[C@H](O)[C@H](CO)O[C@@H]1CNC(=O)Nc1ccccc1,-7,3%,-1%,1%,i,0%,-15%
Cn1cc(S(=O)(=O)N2CCCCC2)cc1C(=O)NCc1ccc(Cl)cc1,6,0%,x,x,x,x,-21%
O=C(COc1ccccc1)N1C[C@@H](CO)[C@H](c2ccncc2)C1,-5,1%,4%,-7%,-1%,-3%,-6%
O=C(c1ccc2c(c1)OCO2)N1CCCC2(CN[S+](=O)([O-])c3ccccc3N2)C1 (centres undefined),34,-14%,i,-7%,-4%,-6%,-3%
Cn1c(=O)oc2cc(S(=O)(=O)NC(CC(=O)O)c3cccc(Br)c3)ccc21 (centres undefined),-1,0%,x,x,x,x,-1%
CC(C)Nc1ccc(-c2ccc(S(=O)(=O)NC(C)(C)C)cc2)nn1,-1,0%,i,-22%,u,-6%,10%
O=C(C1CC1)N1CC2(CCCN2CC2CC2)Cc2ccccc21 (centres undefined),-6,-6%,i,-19%,u,x,11%
CCOC(=O)c1cc(S(=O)(=O)Nc2ccccc2)[nH]n1,3,-15%,x,x,x,x,1%
COC(=O)CC1Oc2ccc(Cl)cc2-n2cc(-c3ccc(F)cc3)nc21 (centres undefined),-9,7%,x,x,x,x,7%
CCOc1ccc(C(=O)Nc2cc3c(cc2N2CCCC2)n(C)c(=O)c(=O)n3C)cc1OCC,-11,-1%,x,x,x,x,10%
CCc1noc(-c2ccn3c(CNC(=O)c4cc(C)cc(C)c4)nnc3c2)n1,13,-2%,-11%,i,i,-8%,-22%
O=C(c1cc(-c2cccc(C(F)(F)F)c2)c2cccn2n1)N1CCCC1,-5,-3%,i,u,45µM*,x,-20%
CC1Oc2ccc(NC(=O)c3ccc(F)cc3)cc2CN(Cc2ccccc2F)C1=O (centres undefined),6,-5%,i,u,45µM*,-7%,-1%
CNCCN1C(=O)CC[C@H]2CN(C(=O)c3ccc(C(C)C)[nH]c3=O)CC[C@H]21,-1,-12%,-4%,i,-14%,12%,-3%
CCOC(=O)c1ccc(-n2c(CCC(=O)O)ccc2-c2ccccc2)cc1,-6,2%,x,x,x,x,-1%
CCN(CC)c1ccc(NC(=O)Cn2nc3c(cc2=O)CCCC3)c(C)c1,-1,6%,x,x,x,x,11%
COc1ccccc1C(=O)NCC12CCCC=C1NC(=O)CC2 (centres undefined),6,-3%,0%,-27%,-18%,x,12%
O=C(Cn1nc(-c2ccccc2)n(-c2ccccc2)c1=O)N1C[C@@H]2C[C@H]1CN2,-10,4%,i,i,3%,-5%,u
COc1ccc(-c2ccccc2C(=O)NCC(C)C)nn1,-3,x,x,-1%[138 µM],-5%[172 µM],x,x

# Source: PubChem BioAssay (National Center for Advancing Translational Sciences (NCATS))
